# AMPAR-TARP mod = modulators of GluA2-stargazin AMPA receptor complexes, primary screen, cell-based, membrane potential dye; Voltage-dependent calcium channel gamma-2 subunit (Mus musculus) + Glutamate receptor 2 …; HEK293 GluA2+stargazin, membrane potential dye (FDSS), glutamate EC50; hits were called plate by plate, in both directions; calls only at 30 µM; hit rate 3.5% among 40,000;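 active = any of four per-well response measures lying three or more SD from its plate-wide compound average, in either direction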
# Target sequence (O88602 whole entry, looked up): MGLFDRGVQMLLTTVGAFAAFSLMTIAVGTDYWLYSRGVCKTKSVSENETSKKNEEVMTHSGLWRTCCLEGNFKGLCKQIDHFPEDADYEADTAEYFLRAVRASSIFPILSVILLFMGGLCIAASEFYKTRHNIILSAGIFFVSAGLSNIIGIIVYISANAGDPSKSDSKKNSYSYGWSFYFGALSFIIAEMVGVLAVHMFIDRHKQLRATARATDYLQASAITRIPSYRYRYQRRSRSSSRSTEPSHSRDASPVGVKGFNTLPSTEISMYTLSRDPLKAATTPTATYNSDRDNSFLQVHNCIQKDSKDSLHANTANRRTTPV
# Target sequence (P19491 whole entry, looked up): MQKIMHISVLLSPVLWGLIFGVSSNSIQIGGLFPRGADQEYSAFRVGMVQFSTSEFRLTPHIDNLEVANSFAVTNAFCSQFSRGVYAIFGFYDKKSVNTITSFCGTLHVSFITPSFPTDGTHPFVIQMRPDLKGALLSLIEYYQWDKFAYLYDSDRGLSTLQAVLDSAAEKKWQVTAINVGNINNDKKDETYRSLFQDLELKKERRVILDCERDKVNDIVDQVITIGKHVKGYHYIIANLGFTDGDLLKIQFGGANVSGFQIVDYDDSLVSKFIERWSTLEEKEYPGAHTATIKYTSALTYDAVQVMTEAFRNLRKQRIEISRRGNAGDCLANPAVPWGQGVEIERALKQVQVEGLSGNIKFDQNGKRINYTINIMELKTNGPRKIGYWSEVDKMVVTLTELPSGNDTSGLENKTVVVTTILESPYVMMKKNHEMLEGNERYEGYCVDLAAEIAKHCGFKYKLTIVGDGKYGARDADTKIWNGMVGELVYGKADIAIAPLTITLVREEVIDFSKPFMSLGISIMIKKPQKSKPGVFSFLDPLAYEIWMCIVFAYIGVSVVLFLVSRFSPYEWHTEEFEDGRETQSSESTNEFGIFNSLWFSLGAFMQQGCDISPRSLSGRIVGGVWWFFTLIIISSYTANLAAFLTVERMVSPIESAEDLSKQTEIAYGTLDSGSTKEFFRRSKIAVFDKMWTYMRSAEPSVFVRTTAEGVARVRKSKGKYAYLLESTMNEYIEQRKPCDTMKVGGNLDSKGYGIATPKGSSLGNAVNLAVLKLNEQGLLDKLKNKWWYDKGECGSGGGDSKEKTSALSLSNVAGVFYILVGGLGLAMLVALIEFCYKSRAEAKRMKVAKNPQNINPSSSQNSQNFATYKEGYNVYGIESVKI
# AMPAR-TARP mod agonism max-min = further read-out of AMPAR-TARP mod, marked with its call; compound max-min signal; compound-alone response (agonism);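 unitless range of fluorescence divided by baseline over first 100 seconds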
# AMPAR-TARP mod glutamate slope = further read-out of AMPAR-TARP mod, marked with its call; glutamate slope, % of max; measured here: glutamate response slope, % max;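 scaled per plate between vehicle wells and maximal 1 mM glutamate control wells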
# * hit, by the source's call; i = inactive; + = active, no number; & = joins results of further samples.
AMPAR-TARP mod,AMPAR-TARP mod agonism max-min,AMPAR-TARP mod glutamate slope,mol
i,0.13,54,COc1ccc(-c2nc3c4cnn(-c5ccc(C)cc5C)c4ncn3n2)c(O)c1
i,0.13,60,COc1ccc(S(=O)(=O)N2CCCCC2)cc1C(=O)Nc1ccc(N2CCOCC2)cc1
i,0.1,50,COc1cccc(OCC(=O)Nc2cccc(N3CCCCC3=O)c2)c1
i,0.093,62,COc1ccc(OC)c(NC(=O)C(=O)NCC2CCN(Cc3ccco3)CC2)c1
i,0.18,58,O=C(Cc1csc(Nc2cccc(Cl)c2)n1)NCc1ccco1
i,0.11,59,CCc1nnsc1C(=O)O
i,0.099,60,Cc1cc(C(=O)N2CCOCC2)nn1CC(=O)NCC1CCCO1 (centres undefined)
i,0.13,50,Cc1cc(NCCOCCO)n2nc(C(F)(F)F)c(-c3ccccc3)c2n1
i,0.14,55,O=C(CN1C(=O)CCC1=O)NCC(O)(c1ccco1)C1CC1 (centres undefined)
i,0.079,51,Cc1ccc(S(=O)(=O)N2CCCC2C(=O)Nc2cc(C)nn2C(C)C)cc1 (centres undefined)
i,0.055,57,O=C(Nc1ccc(-c2ccc(=O)[nH]n2)cc1)C1CCCN(c2cc(-n3cccn3)ncn2)C1 (centres undefined)
i,0.035,58,CC(C)C(=O)N1CCCc2cc(NC(=O)COc3ccccc3)ccc21
i,0.08&0.035,54&102,CCOc1ccccc1-n1nnc(C(=O)Nc2nccs2)c1C
i,0.17,64,C=CCNC(=O)N1CCN(c2nc3ccc(C)cc3[nH]2)CC1
i,0.11,14,COc1ccc([N+](=O)[O-])cc1/C=C/c1ccc2cccc(O)c2n1
i,0.04,35,O=C(Cc1ccccc1Cl)NCC1CCN(C(=O)/C=C/c2ccco2)CC1
i,0.11,56,CC(C)c1csc(NC(=O)c2ccc(S(=O)(=O)N(C)Cc3ccccc3)cc2)n1
i,0.075,35,COc1ccc(CCS(=O)(=O)NCC2CCN(C(=O)c3snnc3C)CC2)cc1
i,0.084,70,COCC(C)NC(=O)C(=O)Nc1ccc(F)c([N+](=O)[O-])c1 (centres undefined)
i,0.14,47,CCc1nnc2ccc(N3CCN(S(=O)(=O)c4cccs4)CC3)nn12
i,0.12,53,Cc1ccsc1C(O)CNC(=O)C(=O)NCc1ccc(F)cc1 (centres undefined)
i,0.12,55,CC(C)c1ccc(NC(=O)C(=O)NCCN2CCN(c3ccc(Cl)cc3)CC2)cc1
i,0.061,48,COc1ccc(S(=O)(=O)CCCC(=O)Nc2ccc3sc(C)nc3c2)cc1
i,0.17,57,O=S(=O)(NCC(O)c1ccc(C(F)(F)F)cc1)c1ccccc1Cl (centres undefined)
i,0.044,50,O=C(O)c1ccccc1C(=O)NCC1CCCO1 (centres undefined)
i,0.081,55,COc1ccc(N2C(=O)c3sccc3S2(=O)=O)cc1
i,0.14,60,Cc1cc(C(=O)N2CC(C(=O)Nc3cc(C(F)(F)F)ccc3Cl)C2)no1
i,0.16,51,Cc1cc(-c2nnc(NC(=O)C3CC3)o2)nn1C
i,0.056,65,CCOc1ccc(-n2nnc3c(N4CCN(C(=O)CC(C)(C)C)CC4)ncnc32)cc1
i,0.12,58,CCc1nnsc1C(=O)Nc1ccc(S(=O)(=O)Nc2ncccn2)cc1

# Structural class, those above containing four or more nitrogen atoms
AMPAR-TARP mod,AMPAR-TARP mod agonism max-min,AMPAR-TARP mod glutamate slope,mol
i,0.13,54,COc1ccc(-c2nc3c4cnn(-c5ccc(C)cc5C)c4ncn3n2)c(O)c1
i,0.099,60,Cc1cc(C(=O)N2CCOCC2)nn1CC(=O)NCC1CCCO1 (centres undefined)
i,0.13,50,Cc1cc(NCCOCCO)n2nc(C(F)(F)F)c(-c3ccccc3)c2n1
i,0.079,51,Cc1ccc(S(=O)(=O)N2CCCC2C(=O)Nc2cc(C)nn2C(C)C)cc1 (centres undefined)
i,0.055,57,O=C(Nc1ccc(-c2ccc(=O)[nH]n2)cc1)C1CCCN(c2cc(-n3cccn3)ncn2)C1 (centres undefined)
i,0.08&0.035,54&102,CCOc1ccccc1-n1nnc(C(=O)Nc2nccs2)c1C
i,0.17,64,C=CCNC(=O)N1CCN(c2nc3ccc(C)cc3[nH]2)CC1
i,0.075,35,COc1ccc(CCS(=O)(=O)NCC2CCN(C(=O)c3snnc3C)CC2)cc1
i,0.14,47,CCc1nnc2ccc(N3CCN(S(=O)(=O)c4cccs4)CC3)nn12
i,0.12,55,CC(C)c1ccc(NC(=O)C(=O)NCCN2CCN(c3ccc(Cl)cc3)CC2)cc1
i,0.16,51,Cc1cc(-c2nnc(NC(=O)C3CC3)o2)nn1C
i,0.056,65,CCOc1ccc(-n2nnc3c(N4CCN(C(=O)CC(C)(C)C)CC4)ncnc32)cc1
i,0.12,58,CCc1nnsc1C(=O)Nc1ccc(S(=O)(=O)Nc2ncccn2)cc1

# (further entries)
AMPAR-TARP mod,AMPAR-TARP mod agonism max-min,AMPAR-TARP mod glutamate slope,mol
i,0.082,64,CS(=O)(=O)c1ccc(Nc2nc(CC(=O)NCCc3ccc(F)cc3)cs2)cc1
i,0.046,72,COc1ccc(CCNC(=O)CC2CCCCN2S(=O)(=O)c2ccc(OC)cc2)cc1 (centres undefined)
i,0.097,56,Cc1ccc(N2C(=O)CCS2(=O)=O)cc1S(=O)(=O)N1CCC(C(N)=O)CC1
i,0.035,64,O=C(NCCCn1ccnc1)C(=O)Nc1c2c(nn1-c1ccc(Cl)cc1)CSC2
i,0.032,49,COc1cn(CC(=O)Nc2cccc3ccccc23)c(CSc2ncccn2)cc1=O
i,0.077,36,CCOCCn1c(=O)c2c(nc3n2CCCN3C2CCCCC2)n(C)c1=O
i,0.14,69,NC(=O)Cn1nnn(-c2ccc(NC(=O)c3ccc(Br)o3)cc2)c1=O
i,0.056,64,CC(=O)N1CC(C(=O)NCc2cccs2)C1
i,0.051,41,Cc1nn(C2CCS(=O)(=O)C2)c2nc(-c3ccco3)cc(C(=O)NCc3ccc(Cl)cc3)c12 (centres undefined)
i,0.11,55,Cc1ccc(N2CCN(C(=O)/C=C/c3ccccc3)CC2)nn1
i,0.069,23,COc1ccc(C(=O)NCCN2CCCC2)cc1
i,0.027,55,CC1CCC2(CC1)Oc1ccccc1C1CC(c3ccco3)=NN12 (centres undefined)
i,0.077,54,CC(C)Sc1ccc(C(=O)Nc2nc(-c3ccc(C#N)cc3)cs2)cc1
i,0.14,43,CCC(CO)NC(=O)C(=O)NCCC1=CCCCC1 (centres undefined)
i,0.076,42,COc1ccc(CCC(=O)NCCn2ncc3c(N4CCN(c5ncccn5)CC4)ncnc32)cc1
i,0.096,56,Cc1cccc(NC(=O)Nc2cc(N3CCCS3(=O)=O)ccc2C)c1
i,0.11,89,CCOC(=O)N1CCN(/C=C(\C#N)C(=O)NCc2ccc(OC)cc2)CC1
i,0.049,49,NS(=O)(=O)c1ccc(NC(=O)CN2C(=O)S/C(=C\C(=O)Nc3ccccc3)C2=O)cc1
i,0.087,54,CCOc1cccc2sc(N3CCN(C(=O)CCCS(=O)(=O)c4ccccc4)CC3)nc12
i,0.079,58,CC(C)(C)n1nc2c(c1-n1cccc1)CN(C(=O)C1CCN(S(C)(=O)=O)CC1)C2
i,0.12,50,O=C(Nc1ccc2c(c1)OCO2)C(=O)Nc1ccccc1[N+](=O)[O-]
+,0.19*,56*,CCOc1ccc(S(=O)(=O)NCC2CCN(C3CCCC3)CC2)cc1C
i,0.048,36,COc1ccccc1NC(=O)N1CCC(CNC(=O)c2cccc(C#N)c2)CC1
i,0.083,46,CC1CN(C)CCN1CC1CCN(C(=O)NC(C)(C)C)CC1 (centres undefined)
i,0.13,55,CCOC(=O)Cn1c(=O)c2c(nc3n(-c4ccc(C)cc4)c(C)c(C)n23)n(C)c1=O
i,0.12,52,CCSc1nn(CC(=O)Nc2ccc(C)c(C)c2)c(N)c1S(=O)(=O)c1ccc(C)cc1
+,0.069*,55*,Cc1cc(C)c(S(=O)(=O)NC(C)C)cc1N(C)S(=O)(=O)c1ccccc1
i,0.061,55,COc1ccc(S(=O)(=O)N2CCCC2CNC(=O)C(=O)NC2CC2)cc1 (centres undefined)
i,0.075,39,O=C(CSc1ccc(NC(=O)c2cccs2)nn1)Nc1ccc2c(c1)OCCO2
i,0.067&0.04,52&113,Cc1ccccc1-n1nnnc1SCC(=O)NCc1ccco1

# Two of these compounds in a different format:
mol	AMPAR-TARP mod	AMPAR-TARP mod agonism max-min	AMPAR-TARP mod glutamate slope
CC(=O)N1CC(C(=O)NCc2cccs2)C1	i	0.056	64
Cc1nn(C2CCS(=O)(=O)C2)c2nc(-c3ccco3)cc(C(=O)NCc3ccc(Cl)cc3)c12 (centres undefined)	i	0.051	41

# Taken from above:
# Under AMPAR-TARP mod agonism max-min, CCOCCn1c(=O)c2c(nc3n2CCCN3C2CCCCC2)n(C)c1=O is entered as 0.077
# Under AMPAR-TARP mod glutamate slope, O=C(CSc1ccc(NC(=O)c2cccs2)nn1)Nc1ccc2c(c1)OCCO2 is entered as 39

# Continued.
AMPAR-TARP mod,AMPAR-TARP mod agonism max-min,AMPAR-TARP mod glutamate slope,mol
i,0.089,55,O=C(NCCC1=CCCCC1)C(=O)Nc1nccs1
i,0.086,38,C#CCn1c(=NC(=O)c2ccnn2C)sc2cc(SC)ccc21
i,0.1,68,O=C(Cc1cccs1)N1CCc2cc(S(=O)(=O)NC3CCCC3)ccc21
i,0.091,57,O=C(c1ccc[nH]1)N1CCN(C(=O)c2ccco2)CC1
i,0.11,65,CC1(C)C2CCC1(C)C(OCC(O)CNC1CCCC1)C2 (centres undefined)
i,0.075,70,CCOc1ccc(S(=O)(=O)NCC2CCN(c3ccccn3)CC2)cc1C
i,0.13,61,CCC(NCC(O)CN(C)S(=O)(=O)c1ccc(C)cc1)C(=O)O (centres undefined)
i,0.12,48,O=C(Nc1nnc(CSc2ccccc2)o1)c1ccccc1
i,0.12,51,COc1ccc(OCC(=O)Nc2ccc(N3CCCC3=O)cc2)cc1
i,0.16,59,CC(C)(C)N1CC(c2nc3ccccc3n2Cc2cccc(Cl)c2)CC1=O (centres undefined)
i,0.054,52,CCOc1ccc(NC(=O)Nc2cccc(C(C)=O)c2)cc1
i,0.077,55,O=C(O)C1CCCN(S(=O)(=O)c2cc(Cl)cc(Cl)c2O)C1 (centres undefined)
i,0.096,50,CC(=O)N1CCN(C(=O)Cc2cc(-c3ccc(F)cc3)on2)CC1
i,0.15,56,Cc1nc(NCCNC(=O)Nc2ccc(F)c(Cl)c2)cc(-n2cccn2)n1
i,0.065,39,Cc1ccc(CN2C(=O)CC(N3CCOCC3)C2=O)cc1 (centres undefined)
i,0.13,73,Cc1ccc([N+](=O)[O-])cc1NC(=O)C(=O)NC1CCCCCC1
+,0.13*,16*,CCS(=O)(=O)NCC1(c2cccs2)CCOCC1
i,0.12,49,COc1cc2cc(CNc3ccc(C)cc3)c(=O)n(CC(=O)Nc3ccccc3F)c2cc1OC
i,0.072,24,COc1ccc(OC)c(S(=O)(=O)NCCn2nc(-c3ccccc3)ccc2=O)c1
i,0.094,55,CC(C)NC(=O)c1nsc(C(=O)N2CCSCC2)c1N
i,0.033,63,CC(C)(C)n1nc2c(c1NC(=O)C(=O)NCc1ccccc1)CSC2
i,0.076,53,O=C(NNC(=O)c1cc(=O)c2ccccc2o1)c1ccc(=O)n(Cc2ccccc2)c1
i,0.16,59,O=C(Cc1csc(Nc2cccc(Cl)c2)n1)N1CCN(c2ccccn2)CC1
i,0.16,51,CC(=O)c1ccc(NC(=O)c2ccc(=O)n(Cc3ccccc3Cl)c2)cc1
i,0.045,63,O=C(CN1C(=O)C2(SCC(=O)N2c2ccc(Cl)cc2)c2ccccc21)NC1CCCC1 (centres undefined)
i,0.055,44,COc1ccc(CCNC(=O)c2ccc(-c3cccc(Cl)c3)o2)cc1OC
i,0.088,61,O=C(Nc1cccc(N2CCCCC2=O)c1)c1ccc2c(c1)OCO2
i,0.075,67,CS(=O)(=O)N1CCCCC1C(=O)N(Cc1ccccn1)c1nc2ccccc2s1 (centres undefined)
i,0.13,48,COc1ccccc1-c1c(C)nn2c(NCCc3ccccc3)cc(C)nc12
i,0.078,74,O=C(NCc1cccs1)C(=O)N1CCN(c2ccccc2)CC1
i,0.092,69,Cc1nc(C)c(CC(=O)N2CCN(c3ncccn3)CC2)s1
i,0.067,54,C=CCCC(=O)NCC#CCN1CCc2ccccc2C1
i,0.11,64,COc1ccccc1CNC(=O)C(=O)NCC1(O)CCOCC1
i,0.08,68,Cc1ccc(C)c(S(=O)(=O)N2CCC(C(=O)NCc3nc(C)no3)CC2)c1
i,0.19,64,COCCn1c(=NC(=O)c2ccc(S(=O)(=O)C(C)C)cc2)sc2cc(OC)ccc21
i,0.055,32,O=S(=O)(CCc1ccccc1)N1CCN(c2ccc(-c3cccs3)nn2)CC1
i,0.037,49,COc1cccc(OCC(=O)N2CCN(c3nccn3-c3cccc(Cl)c3)CC2)c1
i,0.055,60,CN(C)S(=O)(=O)c1ccc(C(=O)N(CCc2ccccc2)Cc2ccccn2)cc1
i,0.046,45,CCN(CC)C(=O)CSc1ccc([N+](=O)[O-])cc1[N+](=O)[O-]
i,0.044,16,CSc1nc2ccc(NC(=O)C3CCCN(S(C)(=O)=O)C3)cc2s1 (centres undefined)
i,0.12,47,CCNS(=O)(=O)c1ccc2nc(NC(=O)/C=C/c3cc(OC)c(OC)c(OC)c3)sc2c1
i,0.077,31,O=C(CN1C(=O)C2CC=C(Cl)CC2C1=O)N1CCCCC1 (centres undefined)
i,0.06,57,COc1ccc(NC(=O)Nc2ccc3c(c2)CCC(=O)N3C)cc1OC
i,0.045,41,O=C(c1cc(Cl)ccc1[N+](=O)[O-])N(C(=O)N1CCCCC1)c1cccc(Cl)c1
i,0.086,52,CC(C)Oc1ccc(C(=O)NCCc2ccsc2)cc1
i,0.045,35,Cn1cc(S(=O)(=O)CC(=O)N2CCOCC2)c2ccccc21
i,0.097,60,COC(=O)c1ccc(NC(=O)Cn2nc3ccc(SCc4ccc(Cl)cc4)nn3c2=O)cc1
i,0.1,61,COc1ccc(NC(=O)NC2CS(=O)(=O)CC2Cl)cc1 (centres undefined)

# Only part of the results is shown, so the mix of outcomes need not match the whole.
